CHOP UPR activ: activators of apoptotic CHOP UPR arm, primary screen, cell-based, CHO-CHOP luciferase reporter, luminescence, uHTS | AID 449763, 2010 | activation, % at 10 µM | UPR activation; percent of tunicamycin response over DMSO baseline | actives 0.34% (n = 330,000);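 active = at 10 µM dose, activation of 40% or more, normalized to positive control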;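 also: 100% = tunicamycin at 10 µg/mL and 0% = DMSO alone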
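System: CHO CHOP reporter cells. Amount: 500 cells per well. Buffer or medium: F12 medium, 10% FBS. Compound dosing: one dose, 10 µM in 0.5% DMSO. Incubation: 6 h compound exposure at 37 °C after overnight seeding. Technique: Steady-Glo luciferase luminescence. Benchmarks: tunicamycin and DMSO controls.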
tim23-1 inh: growth inhibitors of tim23-1 mutant yeast, primary screen, luminescence, uHTS | AID 463212, 2010 | inhibition, % at 20 µM | actives 1.3% (n = 330,000) | S. cerevisiae tim23-1 growth, BacTiter-Glo luminescence, 24 h;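 active = growth inhibition of the mutant yeast at or above 50%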;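 also: temperature-sensitive mutant grown at 25 °C; plate controls were DMSO-treated mutant yeast for no effect and medium wells lacking yeast for full effect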
TIM10 inh: growth inhibitors of isogenic TIM10 control yeast, primary screen, counter-screen for tim10-1 yeast inhibitor project, luminescence, uHTS; inhibition, % at 10 µM; S. cerevisiae TIM10 strain growth, BacTiter-Glo luminescence, 24 h; actives 1.4% (n = 330,000);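 active = inhibition of 40% or more at the single tested concentration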;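 also: wild-type TIM10 isogenic control strain grown at permissive 25 °C; 0% = DMSO yeast wells and 100% = minimal medium wells without yeast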
Mdm2-MdmX inh: inhibitors of human Mdm2-MdmX association, primary screen, cell-based, luminescence, split luciferase, SaOS-2, uHTS; AID 485346, 2010; SaOS-2 split-luciferase Mdm2/MdmX complementation; actives 3% (n = 330,000); inhibition, % at 8 µM;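 active = inhibition of at least 50% at 8 µM in the primary screen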
tim10-1 inh: growth inhibitors of tim10-1 mutant yeast, primary screen, luminescence, uHTS; inhibition, % at 20 µM; S. cerevisiae tim10-1 ts strain growth, BacTiter-Glo, 24 h; actives 2.2% (n = 330,000);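 active = inhibition of at least 40%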;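 also: mutant grown at 25 °C; 0% = DMSO wells with yeast and 100% = wells holding no yeast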
GRIN3A LBD mod: binders of NR3A ligand-binding domain, primary screen, biophysical, differential scanning fluorimetry, uHTS. Glutamate receptor ionotropic, NMDA 3A (GRIN3A) ligand-binding domain. NR3A LBD differential scanning fluorimetry, Tm shift; 0% = protein alone, 100% = glycine-bound protein. Tm shift relative to glycine control, % at 25 µM. actives 2.5% (n = 340,000). AID 1259313, 2017;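 active = melting temperature shift of at least 10% of the positive control shift, at one fixed dose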
APJ agonist: agonists of human apelin receptor APJ, primary screen, CHO-K1 cells, PathHunter beta-arrestin, luminescence. 0% DMSO wells, 100% apelin. activation, % at 20 µM. actives 0.11% (n = 330,000);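 active = activation more than six SD over the plate average, tested at 20 µM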;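 also: 0% = DMSO alone and 100% = apelin-13 at 10 nM; some results filed as inactive read as strong as hits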
Target sequence (P35414 whole entry, looked up): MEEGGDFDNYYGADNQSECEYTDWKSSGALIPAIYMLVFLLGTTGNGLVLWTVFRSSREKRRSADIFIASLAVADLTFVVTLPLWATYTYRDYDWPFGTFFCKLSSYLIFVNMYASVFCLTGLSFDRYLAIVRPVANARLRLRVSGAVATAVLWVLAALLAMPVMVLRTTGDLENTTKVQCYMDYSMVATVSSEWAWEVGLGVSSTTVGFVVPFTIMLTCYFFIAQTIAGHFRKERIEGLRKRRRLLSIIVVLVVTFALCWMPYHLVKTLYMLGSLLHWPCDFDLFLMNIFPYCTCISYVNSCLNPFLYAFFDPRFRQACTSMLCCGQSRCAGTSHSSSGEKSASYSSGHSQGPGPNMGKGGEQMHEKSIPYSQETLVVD
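system = engineered CHO-K1 APJ arrestin reporter cells | input = 1000 cells per well | timing = overnight seeding, 90 min compound at 25 °C, 1 h detection | measured by = enzyme-fragment complementation luminescence | read-out = beta-arrestin recruitment to APJ as agonist activity, luminescent signal | control set = negative DMSO alone, positive Apelin-13 at 10 nM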
NLRP3 yeast inh: NALP3 inflammasome inhibitors in reconstituted yeast, primary screen, luminescence, uHTS | Yeast reconstituted NLRP3/ASC/caspase-1, beta-gal luminescence, 24 h | inhibition, % at 10 µM | actives 0.39% (n = 330,000) | AID 2825, 2010;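 active = inhibition of 50% or more; inactive = inhibition below 50%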;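 also: plate controls were induced DMSO wells for no effect and uninduced yeast grown without galactose for full effect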
XBP1 UPR activ: activators of adaptive XBP1 UPR arm, primary screen, cell-based, CHO-XBP1 luciferase reporter, luminescence, uHTS | IRE1-XBP1 UPR activation; percent of tunicamycin response, DMSO as zero | activation, % at 20 µM | actives 0.33% (n = 330,000) | AID 463104, 2010;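 active = versus positive control, 20 µM dose yields 30% or more activation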;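 also: 100% = tunicamycin at 10 µg/mL and 0% = DMSO only wells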
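Material: CHO cell line with stable XBP1 luciferase reporter; buffer or medium: F12 medium containing 10% fetal bovine serum; compound: single point, 20 µM final compound, 1% DMSO; incubation: 6 h treatment, 37 °C; measured by: glow luminescence from Steady-Glo reagent; evaluation: activation, % of tunicamycin; control set: tunicamycin high, DMSO low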
Starred values were filed as active, the others as inactive; · = not tested or not shown.

Structure,CHOP UPR activ,tim23-1 inh,TIM10 inh,Mdm2-MdmX inh,tim10-1 inh,GRIN3A LBD mod,APJ agonist,NLRP3 yeast inh,XBP1 UPR activ
Cc1ccc(NC(=O)c2ccccc2OCc2ccc([N+](=O)[O-])cc2)nc1,-1.5,-24,-19,76*,-54,-2,-1,3,0
Cc1c(Nc2cc(=O)oc3ccccc23)c(=O)n(-c2ccccc2)n1C,0.0,11,-6,12,6,0,10,-16,0
N#Cc1cccc(NC(=O)CN2CCCCCC2)c1,0.1,9,-11,6,-3,1,2,-5,-2
CCN1CCN(c2ccc(NC(=O)c3cnccn3)cc2)CC1,1.0,2,-5,-20,5,·,-3,12,-2
CCCCCCn1c(SCC(=O)c2ccccc2)nc2c1c(=O)[nH]c(=O)n2C,0.5,4,0,9,0,-1,-5,18,0
CCNC(=O)CSc1nc2cc(S(=O)(=O)Nc3ccc(OC)cc3)ccc2o1,0.7,-6,6,12,-4,1,-4,-1,-3
CCOC(=O)c1cnc2ccc(OC)cc2c1NCCN1CCOCC1,0.2,3,5,-17,2,-1,-2,9,-4
CCC(=O)Oc1c(S(=O)(=O)c2ccc(C)cc2)c(C)nn1C(C)(C)C,-0.6,43,13,17,44*,15*,-4,5,-4
Cc1ccc(OCC(=O)Nc2sc3c(c2C#N)CCC3)cc1,4.5,-7,-13,-37,-13,-7,-2,12,4
C=CCOc1ccccc1CNCCc1ccc(S(N)(=O)=O)cc1,-0.1,6,-7,24,8,-1,-4,12,-3
Cc1nc2ccc3nc(NC(=O)c4ccc(S(=O)(=O)N5CCOCC5)cc4)sc3c2s1,0.9,-1,9,13,5,1,-2,3,0
CCOC(=O)N1CCN(C(=O)c2ccccc2CCc2ccccc2)CC1,-3.0,31,20,12,22,-1,-4,2,1
COC(=O)c1nc2ccccn2c1F,-1.9,-3,-20,27,-8,1,0,4,0
O=C(Nc1ccccc1N1CCOCC1)c1cccc(S(=O)(=O)N2CCOCC2)c1,-1.1,4,0,-14,5,3,1,0,-2
Cc1ccc(Cn2c(C3CCCN3c3nc(-c4cc(Cl)c(N)c(Cl)c4)cs3)nc3cc(Cl)c(Cl)cc32)cc1 (centres undefined),2.0,19,3,37,5,-6,-5,21,-1
O=S(=O)(NC1CCCCC1)c1ccc(Br)cc1,-0.2,20,9,0,31,0,-3,28,-3
CCOC(=O)N1CCN(Cc2cc(Cl)c3cccnc3c2O)CC1,105*,44,-8,64*,47*,-4,-6,36,19
Cc1ccc(C(=O)COC(=O)c2ccncc2)cc1[N+](=O)[O-],1.1,9,6,-8,-1,-5,-6,9,-2
COc1ccc(-c2ccc(=O)n(CC(=O)Nc3ccc(C(=O)NC4CC4)cc3)n2)cc1OC,-2.6,0,9,25,3,-2,-3,12,-1
CCOc1ccccc1NC(=O)c1ccc(S(=O)(=O)N2CCOCC2)cc1,3.3,13,-4,16,20,-2,-2,15,-1
O=C(Nc1ccccc1)c1nc[nH]c1C(=O)N1CCc2ccccc2C1,1.7,26,13,-11,17,-13,-3,16,-4
Cc1ccc(OCCCCN2CCc3ccccc3C2)c(C)c1,2.4,-1,-58,-23,-46,2,-2,31,-4
CCN(CC)S(=O)(=O)c1nnc(NC(=O)c2ccco2)s1,2.2,33,15,7,37,4,-1,8,4
O=C(C1=C(O)C(=O)N(c2ncccn2)C1c1ccc(Cl)cc1)c1ccco1 (centres undefined),0.6,17,-2,-4,11,-1,2,18,0
O=C(CNS(=O)(=O)c1ccc(Cl)c(C(F)(F)F)c1)NC1CCCCCC1,1.2,2,6,10,16,-4,-2,16,-2

Of the compounds above, these contain a furan ring, fused or not.
Structure,CHOP UPR activ,tim23-1 inh,TIM10 inh,Mdm2-MdmX inh,tim10-1 inh,GRIN3A LBD mod,APJ agonist,NLRP3 yeast inh,XBP1 UPR activ
CCN(CC)S(=O)(=O)c1nnc(NC(=O)c2ccco2)s1,2.2,33,15,7,37,4,-1,8,4
O=C(C1=C(O)C(=O)N(c2ncccn2)C1c1ccc(Cl)cc1)c1ccco1 (centres undefined),0.6,17,-2,-4,11,-1,2,18,0

(list continues)
Structure,CHOP UPR activ,tim23-1 inh,TIM10 inh,Mdm2-MdmX inh,tim10-1 inh,GRIN3A LBD mod,APJ agonist,NLRP3 yeast inh,XBP1 UPR activ
O=C(Nc1cccc(-c2nc3ncccc3o2)c1)c1sc2cc(Cl)ccc2c1Cl,2.9,-3,-9,11,14,-1,-4,10,-1
COc1ccc(-n2c(C)cc(/C=C/c3nc(O)c([N+](=O)[O-])c(=O)[nH]3)c2C)cc1,0.6,-1,-7,0,-1,-2,-4,12,-3
CCOc1ccc(-c2cc(CCCC(=O)NCc3cccnc3)no2)cc1,0.3,-1,-13,13,2,0,-2,9,-1
Cn1cnc2cc(NS(=O)(=O)c3ccc(Br)cc3)ccc21,-3.3,-7,-10,4,-2,0,-7,-7,-3
COc1ccc(-c2nc(CS(=O)CC(=O)NC3CCCCC3C)c(C)o2)cc1 (centres undefined),1.0,13,15,24,15,-3,-3,-10,-8
C[C@@H](NC(=O)c1nc[nH]c1C(=O)NCC(=O)OC(C)(C)C)c1ccccc1,-0.3,13,-6,-35,13,0,5,4,-2
Cc1ccc2cc(CN(C(=O)c3ccco3)c3ccccc3)c(=O)[nH]c2c1,-0.3,10,22,2,18,1,-2,-11,1
O=C(O)c1ccc(COc2ccc3c(c2)CCC3)cc1,-1.6,19,-6,-42,-6,0,-6,15,-1
COc1cc(NC(=O)CCc2nnc3ccc(N4CCN(C)CC4)nn23)cc(OC)c1,2.5,1,-1,14,8,1,3,1,-2
Cc1ccc(C(=O)C(C)N2C(=O)NC(C)(c3ccccc3)C2=O)cc1 (centres undefined),-0.9,11,10,10,-1,1,0,11,-3
CC(C)CCNC(=O)C(=O)NC1CCCC1,2.8,11,-11,1,14,2,-1,11,-1
N#C/C(=C\c1cccs1)C(=O)NCc1cccnc1,-0.9,8,4,0,17,0,-1,-10,4
CCCCN(C(=O)CSCC(=O)Nc1ccc(OC)cc1)c1c(N)n(Cc2ccccc2)c(=O)[nH]c1=O,-0.1,-5,0,19,-21,0,4,-1,-1
CCCCC12CN3CCN(CC(C3)/C1=N\NC(=O)c1ccccc1N)C2,0.1,5,-1,0,-1,1,-1,14,-1
CCn1c(=S)sc2c(=O)[nH]c(C)nc21,3.4,5,-18,16,4,0,3,10,-2
Cc1ncsc1CCOC(=O)c1ccc([N+](=O)[O-])cc1,0.9,13,7,-13,7,0,1,12,-2
COc1ccc(N2C(=O)C(CC(=O)O)S/C2=C\C(C)=O)cc1 (centres undefined),-1.2,1,-20,-3,9,0,-2,2,-2
CCOC(=O)C1(N(CC)CC)Sc2cc(C)ccc2NC1=O (centres undefined),-0.5,34,30,68*,28,-3,-4,26,-2
CN(C1CCCCC1)S(=O)(=O)c1ccccc1,0.5,14,-21,12,19,0,-5,-13,3
COc1ccccc1NS(=O)(=O)c1ccc(Cl)c(NC(=O)c2sc3cc(Cl)ccc3c2Cl)c1,-0.7,-15,-9,29,14,-1,0,-7,-1
Cc1ccc(-c2cc(-c3ccccc3)c3c(N)c(S(C)(=O)=O)sc3n2)cc1,2.4,24,34,-5,49*,0,0,11,1
COc1ccc(CCNC(=O)CC(Cc2ccccc2)C(=O)O)cc1OC (centres undefined),0.0,17,8,-4,-13,3,-4,-5,5
Cc1[nH]c(C)c(S(=O)(=O)Nc2cccc(Cl)c2C)c1C(=O)N1CCCC1,-1.7,-13,2,19,-5,-2,-1,13,-3
CCOC(=O)c1c(-c2ccc(F)cc2)csc1NC(=O)c1c(-c2ccccc2)noc1C,2.9,13,6,85*,7,-10,-2,14,3
Cc1ccccc1-c1cccc([C@@H]2C[C@H]3CN(Cc4cccnc4)C(=O)[C@]34CCCN24)c1,-1.6,14,17,16,19,-2,-4,-1,-2

Results in XBP1 UPR activ, GRIN3A LBD mod and TIM10 inh (5 entries from above):
Molecule	XBP1 UPR activ	GRIN3A LBD mod	TIM10 inh
CCOC(=O)c1cnc2ccc(OC)cc2c1NCCN1CCOCC1	-4	-1	5
CCC(=O)Oc1c(S(=O)(=O)c2ccc(C)cc2)c(C)nn1C(C)(C)C	-4	15*	13
Cc1ccc(OCC(=O)Nc2sc3c(c2C#N)CCC3)cc1	4	-7	-13
C=CCOc1ccccc1CNCCc1ccc(S(N)(=O)=O)cc1	-3	-1	-7
Cc1nc2ccc3nc(NC(=O)c4ccc(S(=O)(=O)N5CCOCC5)cc4)sc3c2s1	0	1	9

(further entries)
Structure,CHOP UPR activ,tim23-1 inh,TIM10 inh,Mdm2-MdmX inh,tim10-1 inh,GRIN3A LBD mod,APJ agonist,NLRP3 yeast inh,XBP1 UPR activ
CCOC(=O)C1CCN(C(=O)C2CCN(S(=O)(=O)c3ccc4ccccc4c3)CC2)CC1,-1.0,-1,13,15,15,0,6,1,-6
CCOC(=O)C1CCN(S(=O)(=O)c2cccc(-c3cn4ccccc4n3)c2)CC1,0.1,21,27,9,15,0,-4,11,-5
O=C(COc1cccc2ccccc12)Nc1nc2ccccc2[nH]1,-1.3,20,41*,7,15,-5,3,37,9
CC(C)Cc1ccc(/C=C/C(=O)N2CCOCC2)cc1,7.0,20,-19,-111,22,-3,-3,15,3
C/C(=N\NC(=O)CCCOc1ccc(Cl)cc1C)c1ccc(C)o1,4.8,2,-4,11,17,-7,-1,15,-2

Some of these compounds in order of the XBP1 UPR activ value, ascending.
| Structure | XBP1 UPR activ |
| --- | --- |
| CCOC(=O)C1CCN(S(=O)(=O)c2cccc(-c3cn4ccccc4n3)c2)CC1 | -5 |
| C/C(=N\NC(=O)CCCOc1ccc(Cl)cc1C)c1ccc(C)o1 | -2 |
| CC(C)Cc1ccc(/C=C/C(=O)N2CCOCC2)cc1 | 3 |

Screens as filed in PubChem.
